Screening data deposited in PubChem by several laboratories.
Rev-erbA mod: Rev-erb alpha (human) modulation; activity, % at 10 µM; 370,000 tested, 0.79% active; Rev-erbα–FITC-DNA binding, fluorescence polarization, 90 min; AID 1259318; P20393;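 active means activity above about 14%, limit read from the data; passing the limit was not always enough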;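 further: 0% = DMSO wells with 35 nM protein and 100% = DMSO wells with 750 nM protein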
PG9 Ab binder: PG9 antibody binding by small molecule. TR-FRET gp120-PG9 antibody binding. inhibition, % at 6.7 µM. 360,000 tested, 0.43% active. AID 624416; in the data active means inhibition above about 8.5%
PRMT1 inh: PRMT1 (human) inhibition, primary screen | AID 652257 | recombinant PRMT1, activity-based probe fluorescence polarization | 370,000 tested, 1.3% active | Q99873 | inhibition, % at 2.79 µM;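 active means inhibition above about 21% made by adding two undisclosed values, limit read from the data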
Target sequence (Q99873 whole entry, looked up): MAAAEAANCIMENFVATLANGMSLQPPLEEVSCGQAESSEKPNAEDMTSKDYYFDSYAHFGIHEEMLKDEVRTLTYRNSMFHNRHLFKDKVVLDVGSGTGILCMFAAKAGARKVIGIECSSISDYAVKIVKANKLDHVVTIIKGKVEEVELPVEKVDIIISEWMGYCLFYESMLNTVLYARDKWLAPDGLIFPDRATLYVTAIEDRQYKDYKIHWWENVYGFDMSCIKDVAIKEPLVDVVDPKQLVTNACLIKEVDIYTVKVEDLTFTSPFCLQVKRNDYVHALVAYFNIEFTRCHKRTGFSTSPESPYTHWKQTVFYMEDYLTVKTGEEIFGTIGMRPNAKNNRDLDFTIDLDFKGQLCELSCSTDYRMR
LEDGF integ inh: blocks HIV-1 LEDGF/p75-dependent DNA integration. inhibition, % at 3.7 µM. 370,000 tested, 0.64% active. TR-FRET IN-LEDGF/p75 DNA integration, Eu/Cy5;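 active means inhibition above the screen-wide mean plus 3 SD, cut at about 13% in these data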;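 further: signal is the Cy5 over europium emission ratio at 671 and 618 nm; 0% = plate median of compound wells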
rCAG RNA binder: molecules binding r(CAG) RNA repeats; 370,000 tested, 1.3% active; inhibition, % at 3 µM; r(CAG) RNA repeat, TO-PRO-1 dye displacement fluorescence; AID 651821;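 active means inhibition above the plate cutoff, the mean of all test compounds on that plate plus 3 SD, cut at about 35% in these data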;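 further: 0% = DMSO alone and 100% = 100 µM mitoxantrone as full dye displacement; higher means more dye released from RNA so lower well fluorescence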
HTRA1 inh: inhibitors of human serine peptidase HTRA1. Q92743. recombinant HTRA1, FP-rhodamine activity-based probe, fluorescence polarization. inhibition, % at 5.96 µM. 340,000 tested, 0.5% active. AID 504803; in the data active means inhibition above about 36%;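 further: 0% = enzyme with DMSO and 100% = wells lacking enzyme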
UHRF1 MBD2 ctr: UHRF1 methyl-DNA binding inhibition. AID 687016. 370,000 tested, 0.75% active. Q96T88. UHRF1 binding to methylated oligo, TR-FRET. inhibition, % at 4.4 µM; in the data active means inhibition above about 21%;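 further: UHRF1 SRA domain binding a hemimethylated CpG hairpin DNA probe; 0% = median of test compound wells and 100% = reference inhibitor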
MBD2 inh: inhibitors of human MBD2 binding to methylated oligonucleotide | Q9UBB5 | TR-FRET | inhibition, % at 4.4 µM | 370,000 tested, 0.31% active | AID 686964; in the data active means inhibition above about 13%
TCR CD3 inh: inhibitors of human TCR-CD3 interaction | inhibition, % at 9.4 µM | 360,000 tested, 0.37% active | TAMRA-labeled TCR probe fluorescence, biochemical; in the data active means inhibition above about 19%;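 further: recombinant mutant TCR 2C K166C tagged with TAMRA read by polarization; 0% = receptor in buffer alone and 100% = receptor with positive control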
mABHD4 FP: inhibits mouse alpha/beta hydrolase domain 4; purified mABHD4, FP-Rh probe fluorescence polarization; inhibition, % at 8.92 µM; 370,000 tested, 0.54% active; AID 720543;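 active means inhibition exceeding the mean over every tested compound plus 3 SD, cut at about 30% in these data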;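 further: 0% = plate median of compound wells and 100% = S159A mutant with DMSO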
Target sequence (Q8VD66 whole entry, looked up, the tested form may be a part): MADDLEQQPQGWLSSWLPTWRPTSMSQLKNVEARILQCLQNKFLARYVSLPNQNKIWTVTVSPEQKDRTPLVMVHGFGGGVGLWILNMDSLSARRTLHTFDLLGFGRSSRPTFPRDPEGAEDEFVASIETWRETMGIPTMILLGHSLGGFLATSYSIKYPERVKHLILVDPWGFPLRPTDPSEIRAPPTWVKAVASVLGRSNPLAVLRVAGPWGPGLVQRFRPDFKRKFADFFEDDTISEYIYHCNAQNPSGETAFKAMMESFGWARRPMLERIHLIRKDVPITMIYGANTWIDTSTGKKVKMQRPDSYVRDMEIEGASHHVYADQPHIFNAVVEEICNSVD
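Material: mouse ABHD4 enzyme, wild type; Benchmarks: S159A mutant high control, sample median low control; Buffer or medium: HEPES pH 7.0, NaCl, Pluronic buffer; Signal: fluorescence polarization; Read-out: percent inhibition of probe binding, normalized to plate controls; Timing: pre-incubation 45 min, probe exposure 60 min, at 25 °C; Dosing: 8.92 µM, single dose.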
The depositor's hits bear a star; / = no result given. Only part of the results is shown. The share of hits here may be higher or lower than overall.

SMILES | Rev-erbA mod | PG9 Ab binder | PRMT1 inh | LEDGF integ inh | rCAG RNA binder | HTRA1 inh | UHRF1 MBD2 ctr | MBD2 inh | TCR CD3 inh | mABHD4 FP
Cc1onc(-c2ccccc2Cl)c1C(=O)N1CCN=C1SCc1cccnc1 | 1 | -0.3 | 10 | -5 | -5 | 9 | 5 | 2 | 3 | -3
CC(=O)Nc1cccc(-c2csc(N)n2)c1 | 0 | -1.1 | -10 | 3 | -1 | -4 | 1 | -5 | 3 | -5
CCc1ccc(OCC(=O)N(Cc2cccs2)C2CCS(=O)(=O)C2)cc1 (configuration not stated) | 2 | -1.6 | 6 | -1 | -2 | -1 | 2 | -3 | -14 | -3
CC1CC(C)(C)CC2(C1)NC(=O)N(CC(=O)N(Cc1ccccc1)c1ccccc1)C2=O (configuration not stated) | -3 | -1.9 | -1 | -1 | -2 | -7 | 2 | 2 | 0 | -5
CC(=O)Nc1ccc(NC(=O)CSc2ccc(-c3ccco3)nn2)cc1 | -9 | -1.0 | 15 | -2 | 7 | 1 | -4 | 0 | 3 | 0
O=C(CNC(=O)c1ccc2c(c1)OCO2)N/N=C(Br)/C=C/c1ccccc1 | 4 | -1.9 | 6 | -6 | 6 | -11 | 5 | 4 | -7 | -1
CCCCc1nnc(NC(=O)CCS(=O)(=O)Cc2ccccc2)s1 | 0 | -1.8 | 2 | -2 | 0 | 10 | -1 | 1 | -2 | 7
CC1CCN(CCCNC(=O)c2ccc3c(Cl)c4c(nc3c2)CCCC4)CC1 | -7 | -1.4 | -1 | -5 | 2 | -3 | -7 | -6 | 4 | -1
Cc1ccccc1NS(=O)(=O)c1cc(C(=O)NCCSC2CCCCC2)ccc1C | -4 | -2.1 | -2 | -1 | -2 | -57 | 0 | 2 | 5 | -18
NC(=O)c1ccc(NC(=O)COC(=O)CCCOc2ccccc2)cc1 | 2 | -1.4 | -10 | -1 | -2 | 4 | 0 | 1 | -1 | -7
Cc1ccc2oc(Nc3nc(C)c(C)c(C)n3)nc2c1 | -4 | -0.1 | 5 | -2 | 0 | 8 | 1 | -3 | -7 | 3
Cc1cccc(C(=O)NNC(=O)c2ccco2)c1O | 1 | -1.2 | 0 | -5 | -2 | -2 | -1 | -6 | 19* | 0
CC(C)NC(=O)C1CCN(C2CCN(C(=O)c3ccc4cccc(F)c4n3)CC2)CC1 | -1 | -1.5 | 1 | -3 | -2 | -3 | 0 | 2 | 2 | 4
COc1cc(C(=O)CSc2nncn2C)cc(OC)c1OC | -4 | 3.4 | 5 | -1 | 10 | 6 | 5 | -1 | 1 | 0
CC(C)(C)S(=O)c1cccs1 (configuration not stated) | 0 | -1.1 | 2 | 0 | 1 | -5 | 1 | -2 | -1 | 4
CCCSc1ccc2nc(-c3ccccc3)cn2c1 | -2 | 0.6 | 1 | -6 | 0 | -26 | -5 | -2 | 7 | -2
COc1ccc(N2CCN(C(=O)C3CCN(S(=O)(=O)c4ccc(F)cc4)CC3)CC2)cc1 | -3 | -2.4 | 0 | 1 | -8 | 3 | -1 | -4 | 1 | 2
CCCCCCC(=O)N(O)C1CC(=O)N(c2ccc(F)cc2)C1=O (configuration not stated) | 7 | -4.3 | 70* | -1 | 11 | -10 | -1 | -3 | 3 | 2
CC(C)(C)NC(=O)C(c1ccco1)N(C(=O)Cn1nnc(-c2ccc(F)cc2)n1)c1ccccc1F (configuration not stated) | 1 | 0.7 | 2 | -1 | 1 | -6 | 4 | 0 | 0 | -1
O=C(CN1C(=O)CCC1=O)Nc1nc(-c2ccc(Oc3ccccc3)cc2)cs1 | 0 | -1.6 | 0 | 4 | 14 | -22 | -2 | -1 | 2 | -37
CCN(CC)CC(O)CCCCCCCCC(=O)OC (configuration not stated) | -1 | -1.1 | 0 | 1 | -3 | / | -2 | -4 | 0 | 0
CCCCn1c(N)c(N(Cc2ccccc2OC)C(=O)COc2ccc(F)cc2Cl)c(=O)[nH]c1=O | -1 | -1.6 | 1 | -2 | 7 | -7 | 2 | 3 | 2 | -4
CC(Sc1nnc(N)s1)C(=O)Nc1ccc2c(c1)OCCO2 (configuration not stated) | -5 | 0.2 | 0 | -3 | -1 | -8 | 1 | 2 | -9 | 2
O=C(c1c(F)cccc1F)N1CCN(S(=O)(=O)c2ccc3c(c2)OCCO3)CC1 | 1 | 1.5 | 1 | 2 | -4 | -2 | 1 | -5 | -5 | 0
COc1ccc(COC(=O)c2ccc(S(=O)(=O)N3CCCCC3)cc2)cc1OC | -6 | -0.8 | -1 | -5 | 0 | 4 | 1 | 3 | -4 | -3

Three compounds from above, ordered by formula weight, falling:
SMILES | Rev-erbA mod | PG9 Ab binder | PRMT1 inh | LEDGF integ inh | rCAG RNA binder | HTRA1 inh | UHRF1 MBD2 ctr | MBD2 inh | TCR CD3 inh | mABHD4 FP
CCc1ccc(OCC(=O)N(Cc2cccs2)C2CCS(=O)(=O)C2)cc1 (configuration not stated) | 2 | -1.6 | 6 | -1 | -2 | -1 | 2 | -3 | -14 | -3
CCCSc1ccc2nc(-c3ccccc3)cn2c1 | -2 | 0.6 | 1 | -6 | 0 | -26 | -5 | -2 | 7 | -2
Cc1cccc(C(=O)NNC(=O)c2ccco2)c1O | 1 | -1.2 | 0 | -5 | -2 | -2 | -1 | -6 | 19* | 0

The results go on.
SMILES | Rev-erbA mod | PG9 Ab binder | PRMT1 inh | LEDGF integ inh | rCAG RNA binder | HTRA1 inh | UHRF1 MBD2 ctr | MBD2 inh | TCR CD3 inh | mABHD4 FP
CCCCOCCCNC(=O)c1ccc(OCC)cc1 | -3 | -0.1 | -2 | 2 | -6 | 1 | 0 | 0 | 3 | 6
NC(=O)C1CCCN(S(=O)(=O)c2ccccc2)C1 (configuration not stated) | -3 | 0.7 | -1 | 2 | -1 | 2 | 3 | 3 | 1 | 3
CCOC(=O)C(O)(CC(=O)Nc1cc(F)ccc1C)C(F)(F)F (configuration not stated) | 7 | 1.6 | 5 | -2 | 2 | -2 | 2 | -3 | -5 | 7
CC1(C(=O)NC2CCCCC2)CCC(=O)N1Cc1ccc2c(c1)OCO2 (configuration not stated) | 1 | -0.9 | -1 | -3 | 0 | -7 | 3 | 3 | -5 | -1
CC(C)C[C@H](NC(=O)c1nc[nH]c1C(=O)N1CCN(c2ccccc2)CC1)C(=O)OCc1ccccc1 | 3 | -0.5 | 1 | 0 | 2 | -4 | -2 | 5 | 1 | 8
CCOC1=C2CN(S(=O)(=O)c3ccc(C)cc3)[C@H](c3cccs3)C[C@H]2[C@H]2C(=O)N(c3ccccc3)C(=O)[C@H]2C1 | 3 | 0.3 | -2 | -1 | 4 | / | -2 | -2 | 6 | 0
CCONC(=O)Nc1ccccc1[N+](=O)[O-] | 2 | -2.1 | 1 | 1 | 1 | 7 | -1 | 0 | 7 | -5
CC(NCC(=O)NCCc1ccc(S(N)(=O)=O)cc1)c1ccc(F)cc1 (configuration not stated) | -1 | 1.1 | -1 | -2 | -2 | 1 | 2 | -1 | -9 | 1
CC(=O)C[C@@H](O)CC(=O)[C@H]1OC(=O)CCCCCc2ccccc21 | -5 | 0.3 | 0 | 2 | 4 | -5 | 2 | 2 | 4 | 1
COc1ccc(CCNC(=O)Cn2c(=O)c3cccn3c3cccnc32)c(OC)c1OC | 5 | 0.3 | 6 | 2 | 4 | 7 | 2 | 2 | -15 | -2
O=C(Nc1ccc(F)c(F)c1)C1=COCCO1 | -1 | -1.3 | -2 | 0 | -1 | -1 | 0 | -1 | 4 | -2
COc1ccc(NC(=O)CC(c2ccc(F)cc2)c2ccc(OC)cc2)cc1 (configuration not stated) | -3 | -2.7 | 1 | -1 | 1 | -4 | 0 | -2 | 4 | -1
C=CCNC(=O)/C(C#N)=C/c1c(N2CCN(c3cccc(Cl)c3)CC2)nc2c(C)cccn2c1=O | -1 | 0.6 | -1 | -1 | 4 | 1 | -3 | -7 | -3 | 4
CN1C(CC(=O)Nc2ccc(Cl)cc2Cl)c2ccccc2CC1(C)C (configuration not stated) | -2 | -2.5 | -3 | -2 | -7 | / | 1 | 0 | 4 | 2
CCn1c(=O)c(C(=O)NCc2ccc3c(c2)OCO3)c(O)c2ccccc21 | 3 | -0.1 | -3 | 2 | 2 | 2 | 3 | 0 | 1 | -3
COc1ccc(NC(=O)C(C)N2CCN(C)CC2)cc1 (configuration not stated) | 1 | 0.2 | -2 | 1 | 0 | 1 | 2 | 1 | -1 | 15
COc1ccc(C(=O)NC(C)c2nnc(SCC(=O)NC3=NCCS3)n2C)cc1 (configuration not stated) | -2 | 0.9 | -1 | 0 | 3 | 5 | 1 | -2 | 9 | 2
COc1cc(C2c3sc(=O)[nH]c3SC3C(=O)N(c4ccc(Br)cc4)C(=O)C32)ccc1O (configuration not stated) | -1 | -1.6 | 8 | 6 | 38* | 0 | -6 | -10 | 5 | 34*
CCC(C(=O)NC1CCCC1)n1c(-c2ccccn2)nc2ccccc21 (configuration not stated) | 1 | -1.3 | -2 | 1 | 1 | / | -1 | -5 | 9 | 2
Cc1ccc(C)c(N(C(=O)Cn2nnc(-c3cccs3)n2)C(C(=O)NC2CCCC2)c2ccncc2)c1 (configuration not stated) | 1 | -0.9 | -2 | 1 | -4 | 0 | 1 | 3 | -1 | 2
COCCNC(=S)NNc1cccc(C(=O)O)c1 | -6 | -2.0 | 2 | 1 | -1 | 6 | 1 | 3 | 5 | -2
CCC(C)NC(=O)N[C@@H](CCSC)C(=O)O (some centres not stated) | 4 | -0.3 | 2 | -2 | 0 | 2 | 0 | -5 | 3 | 2
CCCn1c(CCc2ccccc2)n[nH]c1=S | 1 | 0.2 | 1 | 2 | -3 | 1 | 0 | -1 | 7 | -2
O=C(NC1CC(=O)N(c2ccc(Cl)cc2)C1)C1CC1 (configuration not stated) | -1 | -1.0 | 1 | -3 | -2 | 3 | -1 | -2 | 12 | 2
O=C(O)c1ccc2c(c1)-c1nc3ccccc3n1C2=O | -1 | 0.8 | 0 | 0 | 1 | 5 | -2 | -5 | 4 | 9

(further entries)
SMILES | Rev-erbA mod | PG9 Ab binder | PRMT1 inh | LEDGF integ inh | rCAG RNA binder | HTRA1 inh | UHRF1 MBD2 ctr | MBD2 inh | TCR CD3 inh | mABHD4 FP
c1ccc(-c2nn3c(-c4ccccc4)nnc3o2)cc1 | -1 | -0.2 | 13 | -4 | 7 | 1 | -2 | 5 | 3 | -9
CN(C)c1ccc(C(C(=O)NCc2ccccc2)N(Cc2ccco2)C(=O)c2snc(C(N)=O)c2N)cc1 (configuration not stated) | 4 | -1.0 | 9 | -8 | 4 | -11 | 5 | 4 | -1 | -8
Cc1ccc(NC(=O)c2cc(S(=O)(=O)N3CCc4ccccc43)cn2C)cc1C | 3 | -0.8 | -4 | -2 | 11 | -42 | 1 | 2 | 2 | -37
COc1ccc(C(=O)/C=C/Nc2c(C)n(C)n(-c3ccccc3)c2=O)cc1OC | 1 | -1.9 | 3 | -1 | 6 | 0 | -3 | 1 | 5 | 4
CC(C)Cc1nc(SCc2cccnc2)c2c(=O)n(C)c(=O)n(C)c2n1 | -7 | -1.1 | -1 | 5 | -8 | 0 | -4 | -3 | -2 | 3
Cc1ccccc1NC(=O)c1sc(NC(=O)C2CC2)nc1C | 3 | 0.1 | -2 | -3 | 6 | 1 | 0 | -5 | 4 | -5
O=C(c1cccs1)N1CCN(Cc2ccccc2[N+](=O)[O-])CC1 | 2 | 0.3 | 0 | 1 | 3 | 1 | 3 | -2 | 4 | 11
CC1(C)CC(N=c2cc(-c3ccccc3)oc3ccc(Cl)cc23)CC(C)(C)N1 | -1 | -1.2 | -4 | 4 | 6 | -11 | 3 | 0 | 0 | -2
